Screening results from PubChem.
EPAC1 ag: activates human EPAC1 exchange factor; EPAC1 agonist qHTS, biochemical assay; response scale: 100% = response to 6.5 mM cAMP; actives 0.073% (n = 360,000); Potency, µM (top dose mostly 154 µM), for the others: top-dose activation, actives largely listed as activators; further: potency means the concentration at half of the fitted maximal effect; nearly all actives have a fitted effect of over 60% in size
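Fluorescent GDP-exchange assay: 100 nM EPAC1 with 250 nM Rap1B preloaded with BODIPY-GDP and 50 uM GDP; compounds tested as concentration series, 5 min at room temperature, then read every 5 min for 30 min (ex 480/em 540 nm); normalized to 6.5 mM cAMP.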
GLP-1R agonist: agonists of human GLP-1 receptor; P43220; HEK293 GLP-1R CRE-luciferase, luminescence, 4-6 h; cells express a hypersensitive GLP-1R form; Potency, µM (top dose mostly 45.6 µM), inactives show at the highest dose activation, most hits filed as activators; actives 0.007% (n = 380,000); AID 624172; further: potency means the concentration at half of the fitted maximal effect; % of control where 0% means no effect
PLK1 PBD inh: PLK1 (human) polo-box domain binding inhibition. P53350. Plk1 PBD binding of FITC phosphopeptide, fluorescence polarization. Potency, µM, for the others: max response, negative = inhibition, usual class: inhibitors. actives 2.8% (n = 360,000); further: potency means the concentration at half of the fitted maximal effect; series mostly up to about 57 µM; on the % scale 0 is the no-effect control and ±100 the full control effect; nearly all actives have a fitted effect of over 65% in size
Target sequence (P53350 whole entry, looked up, the tested form may be a part): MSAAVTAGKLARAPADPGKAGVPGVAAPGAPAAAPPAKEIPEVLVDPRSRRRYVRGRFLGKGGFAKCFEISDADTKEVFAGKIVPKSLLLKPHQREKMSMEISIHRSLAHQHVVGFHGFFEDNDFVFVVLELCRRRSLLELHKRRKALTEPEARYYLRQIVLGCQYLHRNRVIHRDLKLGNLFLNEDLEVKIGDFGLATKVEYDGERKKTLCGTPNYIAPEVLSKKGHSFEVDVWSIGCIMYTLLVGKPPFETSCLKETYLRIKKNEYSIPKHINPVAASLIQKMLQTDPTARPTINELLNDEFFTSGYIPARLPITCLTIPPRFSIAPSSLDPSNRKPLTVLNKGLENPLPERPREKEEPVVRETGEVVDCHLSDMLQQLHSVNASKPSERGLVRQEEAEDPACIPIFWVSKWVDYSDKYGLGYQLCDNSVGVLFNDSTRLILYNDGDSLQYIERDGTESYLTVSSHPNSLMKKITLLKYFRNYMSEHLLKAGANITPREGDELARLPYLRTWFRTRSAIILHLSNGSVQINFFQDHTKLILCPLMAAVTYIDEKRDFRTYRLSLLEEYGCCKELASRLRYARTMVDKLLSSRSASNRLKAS
IL-2 act: activates IL-2 in a cell-based reporter assay. activation, % (series mostly up to about 46 µM). actives 0.065% (n = 360,000). IL-2 activation reporter assay, cell-based qHTS; stimulated with anti-CD3/CD4/CD28 beads; in transgenic mouse T cells; in the data active means activation above about 50%; inconclusive means mostly about 30% to 49%; further: 0% is about no effect
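Using fluorescent plate cytometry, EGFP and DsRed are detected in transgenic mouse T cells stimulated 18 h at 37 degrees C with antibody-coated beads after 60 min compound pretreatment.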
EPAC1 antagonist: blocks human EPAC1 exchange factor; actives 0.14% (n = 360,000); O95398; EPAC1 GEF assay, Rap1b-BODIPY-GDP exchange fluorescence; AID 720709; Potency, µM (top dose mostly 115 µM), for inactives: top-dose activity change, negative = inhibition, actives largely listed as inhibitors;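 further: potency means the concentration at half of the fitted maximal effect; plate controls were vehicle for no effect and positive control for full effect; nearly all actives have a fitted effect of over 50% in size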
GLP1R cytotox: cytotoxicity counter-screen for GLP-1 receptor inverse agonists; Potency, µM (top dose mostly 38.3 µM), for inactives: at the highest dose activity change, negative = inhibition, usual class: inhibitors; HEK293 cAMP-luciferase reporter cells, luminescence, 24 h; actives 0.13% (n = 410,000);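 further: loss of luciferase light is scored as toxicity; potency means the concentration at half of the fitted maximal effect; on the % scale 0 is the no-effect control and ±100 the full control effect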
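Here, cytotoxicity is scored as loss of luminescence. The MLSMR collection was tested on cells seeded in medium containing 10% Nu serum, with a 24 hr compound exposure preceded by 12 hours of culture.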
GLP-1R inv ag: acts as inverse agonist at human GLP-1 receptor; P43220; Potency, µM (titrated, usually from 38.3 µM), without a hit: at the highest dose activity change, negative = inhibition, actives largely listed as inhibitors; HEK293 GLP-1R CRE-luciferase, luminescence, 24 h; GLP-1R form is constitutively active; actives 1.6% (n = 410,000); further: potency means the concentration at half of the fitted maximal effect; on the % scale 0 is the no-effect control and ±100 the full control effect; nearly all actives have a fitted effect of over 55% in size
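Inverse agonism was detected as reduced cAMP-driven luciferase luminescence after 24 h compound treatment. The cells were HEK293 clones expressing constitutively active human GLP-1R with the reporter. Reporter-only and GPR119 cell lines served as counterscreen controls.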
PI5P4K alpha inh: blocks human PI5P4K alpha kinase activity; P48426; PI5P4Kalpha enzyme, ADP-Glo luminescence, 60 min; hits give low values; max response, %; actives 1.2% (n = 330,000); AID 652105; active means max response of -50% or lower; inconclusive means between -30% and -50%; inactive means -30% or higher; further: value at the top dose of about 77 µM; on the % scale 0 is the no-effect control and ±100 the full control effect
Target sequence (P48426 whole entry, looked up): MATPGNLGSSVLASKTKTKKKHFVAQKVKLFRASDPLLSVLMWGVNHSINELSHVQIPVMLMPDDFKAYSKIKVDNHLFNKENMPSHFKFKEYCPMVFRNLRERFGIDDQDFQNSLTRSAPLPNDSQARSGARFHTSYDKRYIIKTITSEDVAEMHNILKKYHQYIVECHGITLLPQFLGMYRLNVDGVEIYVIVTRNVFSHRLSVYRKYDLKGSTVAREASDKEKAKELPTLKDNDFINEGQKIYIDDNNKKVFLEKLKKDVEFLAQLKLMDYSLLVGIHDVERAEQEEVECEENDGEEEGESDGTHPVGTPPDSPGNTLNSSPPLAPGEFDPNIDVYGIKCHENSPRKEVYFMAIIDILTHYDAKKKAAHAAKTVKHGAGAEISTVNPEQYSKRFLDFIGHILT
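Single end-point luminescence (ADP-Glo) quantified ADP from PI5P4Kalpha turnover; ATP 5 microM final, 1 h at RT, 0.1% CHAPS and 0.28 mM EGTA in HEPES pH 7.4.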
PTHR1 agonist: agonists of human PTHR1 parathyroid hormone receptor; Potency, µM (top dose mostly 115 µM), for the others: at the highest dose activation, hits mostly activators; AID 743266; actives 0.075% (n = 410,000); Q03431; HEK293 GP2 PTHR1 cells, GloSensor cAMP luminescence, 1 h; further: potency means the concentration at half of the fitted maximal effect; nearly all actives have a fitted effect of over 55% in size; some results filed as inactive show a strong effect at the top dose; inactives centre near -15; many of its hits are not listed in these tables
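HEK-293-derived GP2 cells expressing PTHR1 and a GloSensor cAMP reporter, 3,000/well, plated overnight, given luciferin plus IBMX (each 0.5 mM as added) for 1 h at 37 °C, then compound for 1 h at 37 °C. Luminescence was read after 15 min at room temperature.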
Active calls of the source: *; i = inactive; ? = inconclusive; / = no result given; [ ] = another dose, or the depositor's remark. Unless noted, the call rests on the fitted dose curve; in most records, active means well fitted curve in the direction sought with a large enough effect; inconclusive means small, poorly fitted or top-dose-only effect, or another doubt; inactive means no such curve, though single readings can be large; an effect the other way counts as inactive or inconclusive. Some of the compounds tested; the hit share may differ from the screen's.

SMILES	EPAC1 ag	GLP-1R agonist	PLK1 PBD inh	IL-2 act	EPAC1 antagonist	GLP1R cytotox	GLP-1R inv ag	PI5P4K alpha inh	PTHR1 agonist
CCOc1cc(/C=C2/NC(=O)N(CC(=O)Nc3cccc(C)c3)C2=O)ccc1OCC(N)=O	-15%	1%	?	2.7	-7%	11%[7.66 µM]	2%[7.66 µM]	?	i
Cc1cccc2sc(NNC(=O)c3cc(=O)c4ccccc4o3)nc12	-4%	-1%	?	1.0	-25%	-1%	?	-52*	-21%
Clc1cccc(-c2nnc(-c3ccno3)o2)c1	0%	6%	-8%	-0.1	4%	5%	8%	1	-4%
CC(NC(=O)c1cc([N+](=O)[O-])cc([N+](=O)[O-])c1)C1CC2CCC1C2 (stereo not given)	-2%	6%	-9%	-0.5	-11%	27%	?	6	-29%
O=C(CN1C(=O)NC2(CCCCCC2)C1=O)c1ccccc1	7%	-1%	-1%	0.6	17%	?	-29%	-1	i
Cc1ccccc1NC(=O)N1CCC(NC(=O)C2CCCCC2)CC1	-9%	-2%	-9%	0.2	-3%	-4%	10%	1	-63%[inhibitor]
CC(C)n1c(CSCc2ccc(Cl)cc2Cl)n[nH]c1=S	-4%	0%	?	-1.1	-17%	?	-31%[7.66 µM]	5	-91%[inhibitor]
Cc1[nH]c2ccccc2c1C(=O)C(=O)N1CCCc2ccccc21	6%	-15%	-2%	-0.1	0%	?	?	4	-26%
CN(C1CCS(=O)(=O)C1)S(=O)(=O)c1cccs1 (stereo not given)	-2%	2%	1%	-2.7	8%	-5%	-7%	-3	i
CCC(C)Nc1nc2c(c(=O)n(C)c(=O)n2C)n1C (stereo not given)	-3%	6%	-18%	1.1	-13%	13%	61%[activator]	2	17%
O=C(Nc1ccc(S(=O)(=O)N2CCOCC2)cc1)c1ccc2ncsc2c1	-6%	2%	-15%	1.0	-8%	10%	35%[activator]	-11	-37%[inhibitor]
CCN1CCc2c(sc(NC(=O)Cc3ccccc3)c2C(=O)OC)C1	-17%	10%	-10%	-3.9	-12%	-4%	-3%	-2	-5%
O=C(O)C1CSC(c2ccccc2Cl)N1C(=O)c1ccc(Cl)cc1 (stereo not given)	10%	7%	-16%	0.6	-11%	2%	?	8	i
O=C(Nc1nc2ccccc2s1)c1c(F)cccc1Cl	-1%	-7%	-5%	0.1	-25%	-2%	-24%	5	-7%
CCOC(=O)c1ccc(NC2Nc3cc(C)nn3S2)cc1 (stereo not given)	0%	0%	-6%	-0.1	-8%	-6%	-33%	?	i
COc1ccc(OC)c(C2C3=C(CCCC3=O)NC3=C2C(=O)CCC3)c1	-4%	-8%	-12%	2.8	-9%	2%	-6%	-1	i
CC(C)CC(=O)NC(=S)NNC(=O)c1ccc([N+](=O)[O-])cc1	-10%	-14%	-13%	0.9	8%	-17%	-4%	1	-5%
O=C(Nc1cc(F)cc(F)c1)c1ccc(NCCCN2CCCCCC2)c([N+](=O)[O-])c1	7%	4%	-1%	1.2	-3%	2%[7.66 µM]	?	1	-21%
O=C(c1ccc2c(=O)n3c(nc2c1)CCCCC3)N1CCN(Cc2ccccc2)CC1	1%	2%	-5%	-2.0	-3%	-14%	-8%	/	-12%[57.5 µM]
Cc1nnc(NC(=O)CSc2nnc(-c3ccccc3)n2C)s1	7%	-1%	-5%	1.1	7%	-1%[7.66 µM]	15%[7.66 µM]	0	-6%
O=C(Nc1ccccc1C(=O)NCCc1ccccc1)c1cnccn1	1%	7%	-4%	-0.5	-8%	7%	24%	4	i
Cc1ccc(=O)n(C(C(=O)NCc2ccco2)C(=O)c2ccc(F)cc2)c1 (stereo not given)	-2%	-10%	1%	-2.3	-1%	5%	10%	0	i
Cc1ccccc1OCC(=O)NC(=S)Nc1ccccc1N1CCN(S(C)(=O)=O)CC1	16%	-8%	-13%	-3.8	-20%	-19%	-27%	15	-28%
CC(C)(C)OC(=O)C1=CC[C@@H](c2ccc(Cl)c(Cl)c2)N(S(=O)(=O)c2ccc(F)cc2)[C@H]1c1cccc(F)c1	6%	0%	0%	0.5	-4%	2%	-3%	0	i
CCCCCCNC(=O)c1cccc(-c2ccc(C)c3ccccc23)n1	-5%	9%	-10%	-3.7	-10%	0%	11µM*	4	-3%
CC(Oc1cccnc1[N+](=O)[O-])C(=O)N1CCc2ccccc21 (stereo not given)	-1%	-2%	-7%	-0.9	-19%	-61%	-82%	5	-1%
CCOC(=O)c1cccc(NC(=O)CSc2nnc(-c3ccoc3C)n2CCOC)c1	15%	-6%	-14%	-1.2	-20%	-3%	-21%	1	-24%[57.5 µM]
COc1ccc(C(O)c2ncc(-c3ccccc3C)[nH]2)cc1 (stereo not given)	17%	3%	-3%	-0.1	10%	4%	11%	3	-13%
O=C(Cc1coc(-c2ccc(F)cc2)n1)NCc1ccccc1	-9%	4%	-1%	1.5	9%	-13%	-28%	-2	-13%[57.5 µM]
CCOC(=O)N1CCN(C(=O)COC(=O)c2cc(Cl)cc(Cl)c2)CC1	-5%	0%	4%	1.1	1%	2%	1%	8	1%
Cc1ccc(N2C(=O)c3ccccc3C2Nc2ccccc2)nc1 (stereo not given)	-11%	9%	-12%	-1.7	-14%	8%	?	1	-8%
O=C(CN1C(=O)NC2(CCCCC2)C1=O)N1CCN(S(=O)(=O)c2ccc(Cl)s2)CC1	3%	-3%	0%	0.2	-2%	5%	-29%	-5	-27%
CCN(C(=S)NC(=O)C1CC1)c1ccccc1	3%	-3%	?	-3.1	8%	-22%	9%	0	-14%
CCCNC(=O)/C(C#N)=C1\N=C(NC(=O)c2cccs2)c2ccccc21	15%	-2%	-6%	-0.3	-10%	12%	36%[activator]	-7	-9%
O=C(Nc1ccc2c(c1)OCO2)C1Cc2c(-c3cccnc3)ccnc2O1 (stereo not given)	-3%	11%	-2%	-0.1	20%	-8%	48%[activator]	2	i
COC(=O)CP(=O)(c1ccccc1)c1ccccc1	1%	12%	-9%	0.0	11%	9%	-11%	-8	-9%[57.5 µM]
O=C(Nc1ccccc1N1CCOCC1)C1(c2ccc(Cl)cc2)CCC1	9%	29%	-3%	-1.2	-2%	9%	?	14	-10%
CCOCCn1c(CN2CCN(c3ccc(OC)cc3)CC2)nc2c1c(=O)n(C)c(=O)n2C	-4%	1%	1%	-0.7	2%	3%	1%	/	i
Cc1cc(SCc2ccccc2)nc(=O)[nH]1	1%	2%	-9%	-0.5	3%	-1%	28%	0	i
CCOc1ccc(COC(=O)C2CC(=O)N(CCc3ccccc3)C2)cc1OC (stereo not given)	-7%	15%	-2%	2.2	-13%	-12%	-16%	3	-2%
COc1ccc(NC(=O)c2cc(C)on2)cc1	8%	-3%	2%	-0.7	12%	-1%	-15%	3	i
O=C(NNC(=O)C1CCN(S(=O)(=O)c2ccccc2C(F)(F)F)CC1)c1ccccc1O	34%	-5%	-10%	0.2	-9%	12%	-22%	-2	i
CC(=O)Oc1ccc(Cn2c(C)c(C(=O)NCc3ccccc3C(F)(F)F)sc2=O)cc1	-2%	-7%	-7%	-0.3	-10%	-10%	?	-3	-11%
Cn1nccc1NS(=O)(=O)c1ccc(C(C)(C)C)cc1	-5%	11%	-5%	-1.4	1%	4%	24%	1	-22%
COc1ccc(OC)c(-c2cc(C(=O)O)c3cc4ccccc4cc3n2)c1	4%	0%	-19%	-4.0	-11%	0%	4%	-4	-13%
COc1ccccc1N1CCN(C(=O)Cc2c(C(=O)O)[nH]c3ccc(Cl)cc23)CC1	-1%	-5%	-6%	1.7	18%	0%	10%	8	-9%
COC(=O)c1cc(S(=O)(=O)N2c3ccccc3CC2C)c[nH]1 (stereo not given)	-1%	1%	30µM*	0.5	1%	-7%	?	-5	i
CCOC(=O)C1CCCN(c2c(NCCCN(CC)c3cccc(C)c3)c(=O)c2=O)C1 (stereo not given)	-2%	27%	24µM*	1.5	-5%	-10%	-16%	-3	i
CCOc1cc(C2Nc3ccccc3C(=O)N2c2ccccc2)ccc1O (stereo not given)	11%	3%	-12%	-2.0	-7%	8%	0%	/	-2%[57.5 µM]
CC1CCN(C(=O)CSc2nc3ccccc3[nH]2)CC1	6%	-8%	-3%	-0.5	5%	-1%	6%	/	-19%
CCn1c(SCC(=O)Nc2cccc(NC(=O)c3cccs3)c2)nnc1-c1ccncc1	-2%	3%	-5%	-0.2	-10%	-3%	6%	3	i
CCCCNC(=O)CC1C(=O)N(Cc2ccccc2)C(C)c2nc3ccccc3n21 (stereo not given)	-1%	-10%	-7%	-0.8	4%	-2%	-6%	/	i
COc1ccc2oc(C(=O)N(C)Cc3ccc(OC(F)F)cc3)c(C)c2c1	15%	24%	-10%	-1.5	6%	3%	?	17	-40%[inhibitor]
CCN(CC)C(=O)C1CCN(Cc2cccc(OCc3ccccc3)c2)CC1	4%	4%	-3%	-0.3	16%	-24%	?	-1	i
COc1ccc(OC)c(N(CC(=O)N2CCOCC2)S(C)(=O)=O)c1	13%	2%	-6%	-0.7	-5%	-4%	-7%	11	i
COc1ccc(C(=O)C2CCCN(Cc3cccn3-c3ccc(Cl)cn3)C2)c(OC)c1 (stereo not given)	1%	5%	-1%	-4.9	0%	?	?	0	-27%

A section taken from the entries so far, as a working copy:
SMILES	EPAC1 ag	GLP-1R agonist	PLK1 PBD inh	IL-2 act	EPAC1 antagonist	GLP1R cytotox	GLP-1R inv ag	PI5P4K alpha inh	PTHR1 agonist
CCOc1cc(/C=C2/NC(=O)N(CC(=O)Nc3cccc(C)c3)C2=O)ccc1OCC(N)=O	-15%	1%	?	2.7	-7%	11%[7.66 µM]	2%[7.66 µM]	?	i
Cc1cccc2sc(NNC(=O)c3cc(=O)c4ccccc4o3)nc12	-4%	-1%	?	1.0	-25%	-1%	?	-52*	-21%
Clc1cccc(-c2nnc(-c3ccno3)o2)c1	0%	6%	-8%	-0.1	4%	5%	8%	1	-4%
